Bioassay records from PubChem BioAssay.
LRH-1 inv ag: NR5A2 inverse agonism in reporter assay; O00482; HEK293T StAR-luciferase reporter, LRH-1 transfected, 24 h; inhibition, % at 3.6 µM; 360,000 tested, 0.13% active; AID 602396;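 active = inhibition above the mean inhibition of all tested compounds plus 3 SD, cut at about 73% in these data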;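 note: 0% = DMSO wells and 100% = reporter-only cells lacking LRH-1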
Target sequence (O00482 whole entry, looked up): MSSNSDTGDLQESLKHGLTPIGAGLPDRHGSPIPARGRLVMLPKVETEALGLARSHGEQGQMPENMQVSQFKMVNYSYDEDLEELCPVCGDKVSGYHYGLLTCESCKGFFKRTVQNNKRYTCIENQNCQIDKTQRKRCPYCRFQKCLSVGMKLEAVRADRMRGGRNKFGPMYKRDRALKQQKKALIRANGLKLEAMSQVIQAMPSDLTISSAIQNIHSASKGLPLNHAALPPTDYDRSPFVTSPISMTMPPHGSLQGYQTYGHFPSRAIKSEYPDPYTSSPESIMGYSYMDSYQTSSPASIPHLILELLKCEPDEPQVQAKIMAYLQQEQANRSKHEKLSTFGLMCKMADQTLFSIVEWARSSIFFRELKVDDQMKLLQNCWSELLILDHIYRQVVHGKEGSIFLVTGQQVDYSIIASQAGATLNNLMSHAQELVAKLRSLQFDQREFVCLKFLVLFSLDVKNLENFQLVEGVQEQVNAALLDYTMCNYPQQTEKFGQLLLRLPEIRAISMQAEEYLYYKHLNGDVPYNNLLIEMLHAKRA
SRC3 inh: human NCOA3 inhibition. Q9Y6Q9. HEK293 GAL4-SRC3 luciferase reporter, luminescence. inhibition, % at 3.6 µM. 360,000 tested, 0.17% active;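 active = inhibition above a per-campaign cutoff, the mean of all compounds plus 3 SD, cut at about 60% in these data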;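 note: 0% = DMSO-treated cells and 100% = gossypol-treated cells at 36 µM; higher means less SRC3-driven luciferase light from the GAL4 reporter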
NR2F2 inh: NR2F2 (human) inhibition, primary screen; inhibition, % at 8.6 µM; HEK293T NGFI-A luciferase reporter, luminescence; AID 686940; 370,000 tested, 0.7% active;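 active = inhibition above a per-plate cutoff, mean inhibition of test wells between control levels plus 3 SD, cut at about 38% in these data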;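 note: cells cotransfected with COUP-TFII expression vector driving the NGFI-A reporter; 0% = median of COUP-TF2 test wells and 100% = reporter-only cells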
Target sequence (P24468 whole entry, looked up): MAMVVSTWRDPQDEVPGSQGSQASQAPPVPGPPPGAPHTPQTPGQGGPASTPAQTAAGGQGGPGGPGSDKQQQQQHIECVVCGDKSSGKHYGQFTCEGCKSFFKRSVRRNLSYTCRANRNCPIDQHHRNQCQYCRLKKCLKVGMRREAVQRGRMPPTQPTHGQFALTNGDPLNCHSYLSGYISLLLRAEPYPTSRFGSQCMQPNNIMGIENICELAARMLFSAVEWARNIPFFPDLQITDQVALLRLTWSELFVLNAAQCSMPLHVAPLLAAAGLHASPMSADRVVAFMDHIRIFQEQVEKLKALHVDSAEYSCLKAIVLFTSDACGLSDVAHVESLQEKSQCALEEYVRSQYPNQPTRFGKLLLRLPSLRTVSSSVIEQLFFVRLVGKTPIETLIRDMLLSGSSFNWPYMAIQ
SRC2 inh: inhibits human steroid receptor coactivator 2 | HEK293 GAL4-SRC2 luciferase reporter, luminescence | Q15596 | inhibition, % at 9 µM | 370,000 tested, 0.17% active | AID 651957;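 active = inhibition above the mean inhibition of all tested compounds plus 3 SD, set per campaign, cut at about 52% in these data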;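 note: 0% = DMSO treated cells and 100% = cells given Gossypol at 36 µM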
TLR9-MyD88 inh: inhibitors of human TLR9-MyD88 binding; Q9NR96+Q99836; CHO BLA complementation TLR9-MyD88, CCF4 FRET ratio; inhibition, % at 4.98 µM; 340,000 tested, 0.21% active; AID 504734;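 active = inhibition above the mean over all tested compounds plus 3 SD, cut at about 21% in these data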;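 note: 0% = DMSO only wells and 100% = clavulanate BLA inhibitor control wells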
SRC1 inh: inhibits human SRC1 coactivator; 360,000 tested, 0.12% active; Q15788; inhibition, % at 3.6 µM; HEK293 GAL4-SRC1 luciferase reporter, luminescence;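 active = inhibition above the campaign mean plus 3 SD, with each screening campaign given its own cutoff, cut at about 60% in these data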;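 note: 0% = DMSO treated cells and 100% = gossypol at 36 µM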
TROY signal inh: TROY signaling inhibition; Q293 LMP1-TROYcd NF-kB luciferase reporter, 4 h; inhibition, % at 10 µM; 360,000 tested, 0.98% active; AID 1347056;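 active = compounds whose plate-normalised and pattern-corrected inhibition of the luciferase reporter signal at the single screening dose is 50% or more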
EBV LMP1 NFkB: reduces LMP1-driven NF-kappaB luciferase signal; LMP1-induced NF-kappaB luciferase reporter cells, luminescence; 350,000 tested, 0.69% active; inhibition, % at 12.5 µM; in the data active = inhibition above about 41%;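 note: 0% = neutral control wells and 100% = reference inhibitor control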
C8 TRAIL sens: caspase-8 TRAIL sensitization; NB7+C8 cells + TRAIL, ATPlite viability luminescence; 360,000 tested, 1% active; inhibition (viability loss, TRAIL sensitization), % at 10 µM;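 active = compounds causing at least 50% loss of cell viability in the single-dose screen, relative to plate controls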
NOD2-RIPK2 inh: blocks binding of human NOD2 to RIPK2; O43353; CHO BLA complementation NOD2-RIPK2, CCF4 ratio; inhibition, % at 4.98 µM; 360,000 tested, 0.38% active; AID 624267; in the data active = inhibition above about 21%;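 note: 0% = vehicle only and 100% = reference blocker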
TWEAK-Fn14 inh: inhibitors of TWEAK-Fn14 interaction signaling; TWEAK-stimulated Fn14 reporter cells, luciferase luminescence, 8 h; 360,000 tested, 2% active; AID 1159606; inhibition, % at 10 µM; in the data active = inhibition above about 50%
* marks the source's active call; other numbers are inactive results; . = not tested or not shown. An excerpt; the hit share may differ from the screen's.

SMILES	LRH-1 inv ag	SRC3 inh	NR2F2 inh	SRC2 inh	TLR9-MyD88 inh	SRC1 inh	TROY signal inh	EBV LMP1 NFkB	C8 TRAIL sens	NOD2-RIPK2 inh	TWEAK-Fn14 inh
O=C(N1CCN(c2ccccc2F)CC1)C1(S(=O)(=O)c2ccc(Cl)cc2)CC1	1	7	-5	11	-4	-21	-4	-15	1	-3	-5
CC(C)CN(C(=O)COC(=O)c1ccc(Br)o1)c1c(N)n(Cc2ccccc2)c(=O)[nH]c1=O	6	3	13	-11	2	2	-6	2	5	-16	10
CCN1C(=O)N/C(=C/c2ccc(C)o2)C1=O	19	13	12	9	6	-10	4	-2	-1	3	5
Cc1ccccc1C(=O)Nc1ccc(S(=O)(=O)NCC2CCCO2)cc1 (centres undefined)	6	13	1	-11	6	2	6	0	-14	-2	0
O=c1[nH]c(=O)c2nc3ccccc3nc2[nH]1	-2	1	-1	10	-14	4	-14	-2	1	-5	16
CSc1nc2nc(C(F)(F)F)cc(-c3ccccc3)n2n1	7	-33	6	-11	-9	-3	6	9	-1	-7	-6
COc1cc(CNCCc2ccc(S(N)(=O)=O)cc2)ccc1OCC(=O)N1CCCCC1	9	3	18	-11	2	0	-7	2	-2	-4	6
CC(=O)Nc1ccc(S(=O)(=O)N(C)CC(=O)OCC(=O)c2ccc[nH]2)cc1	-8	4	-2	8	2	-3	-4	-4	10	-3	-3
O=C(CN1CCN(S(=O)(=O)c2ccc(Cl)cc2)CC1)NC1CCCC1	17	-13	4	-31	-6	-7	-34	1	-2	0	1
Cc1cccc(CCNC(=O)Cn2ncc3c([nH]c4ccccc43)c2=O)c1	17	-5	.	.	-1	-3	1	4	-3	-6	-2
COc1ccc2nc(NC(=O)C3COc4ccccc4O3)sc2c1 (centres undefined)	-114	-73	-71	-59	-5	-101	-20	-26	2	6	30
COC(=O)C12CC3CC(C1)CC(n1cnc(Cl)n1)(C3)C2	4	-6	-9	-22	-1	-3	-5	4	-7	-7	7
CN(Cc1cccnc1)Cc1cn(Cc2ccccc2)nc1-c1ccc2c(c1)OCO2	-2	2	5	-28	5	10	-14	-7	2	2	-9
COc1cc(OC)cc(-c2c(C#Cc3ccsc3)c3cc(-c4ccc5[nH]ccc5c4)ccc3n2C)c1	6	-16	11	23	0	13	-14	0	-26	-7	-16
CC(=O)N1c2ccc(S(=O)(=O)NCCC(=O)NC3CCC(C)CC3)cc2CC1C (centres undefined)	7	20	-3	12	3	-38	1	-5	-2	-4	-4
N#Cc1cccc(S(=O)(=O)Nc2c(NC3CCCCC3)c3ccccc3oc2=O)c1	6	-1	.	.	-14	12	-13	-3	6	-1	4
CCOc1ccc(C2C(C#N)=C(N)N(N(C)C)C3=C2C(=O)CC(C)(C)C3)cc1 (centres undefined)	11	0	9	-30	-5	-6	5	5	-7	-2	15
CCOC(=O)C1=CCN(S(=O)(=O)c2ccccc2C)C1c1cccc(C)c1 (centres undefined)	-13	-23	9	-12	.	5	-11	.	-15	-3	-4
COc1ccc(/C=C2\SC(=S)N(CCC(=O)Nc3ccccc3C(=O)O)C2=O)cc1	15	-17	-3	11	9	4	50	34	1	-9	24
COc1cccc(NC(=O)Nc2cc(NC(=O)Nc3cccc(OC)c3)c(C)nc2C)c1	2	4	13	-12	3	4	-2	0	-2	-1	-8
COc1ccccc1C(=O)NCC(=O)OCc1csc(-c2ccccc2)n1	-3	-15	-28	-28	-1	-26	-8	0	-7	1	-25
COC(=O)c1sccc1NC(=O)COc1ccc(Cl)cc1	-11	9	-8	-12	-4	-8	-12	2	-5	-5	3
COc1ccc(CCNC(=O)COc2nsnc2N2CCOCC2)cc1OC	5	0	-18	13	-13	-8	2	-3	3	-2	3
COc1ccc(-c2cc(C(F)(F)F)n3nc(C(=O)N4CCOCC4)nc3n2)cc1	-11	-5	-4	-5	-1	-7	2	44*	-5	5	-14
COc1ccc(Cn2c(=O)c3c(nc(NCCO)n3C)n(C)c2=O)cc1	2	-10	-15	-10	2	2	16	5	-17	-1	-11

(next part)
SMILES	LRH-1 inv ag	SRC3 inh	NR2F2 inh	SRC2 inh	TLR9-MyD88 inh	SRC1 inh	TROY signal inh	EBV LMP1 NFkB	C8 TRAIL sens	NOD2-RIPK2 inh	TWEAK-Fn14 inh
CC(C)(C)OC(=O)N(CCc1ccccc1)Cc1ccc(OCc2cccc(NC(=O)C3CCCC3)c2)cc1	20	17	7	-8	-3	26	-8	-6	6	-1	4
N#Cc1nc(Cc2ccccc2)oc1NCCN1CCOCC1	4	-17	-8	-8	-2	-10	-10	-10	-3	5	-3
CC1Cc2ccccc2N1C(=O)CN1CCCCC1 (centres undefined)	-3	12	8	-22	-10	18	7	6	4	-7	21
Cc1c(C)c2cccnc2c2ncccc12	87*	54	.	.	-1	42	6	86*	7	5	-36
Cc1ccc(-n2nc(C)c3c(C(=O)OCC(=O)N(C)C4CCS(=O)(=O)C4)cc(-c4ccccc4)nc32)cc1 (centres undefined)	-5	10	8	-6	10	2	2	6	-9	1	27
CCOC(=O)C1=C(CN2CCSCC2)NC(=O)NC1c1cc(C)ccc1C (centres undefined)	-1	6	-10	-9	-11	2	4	-6	-8	2	13
COc1ccc2[nH]cc(CCNC(=O)c3ccccc3Cl)c2c1	21	15	-3	-1	4	8	-8	-8	8	-1	-2
COCCNC(=O)C1CCCN(C(=O)COCc2ccccc2)CC1 (centres undefined)	22	-14	5	-5	.	-2	-12	.	3	-1	19
COc1ccccc1N1CCN(C(=O)CSc2nnc(NC(=O)C3CC3)s2)CC1	-8	-12	14	23	-3	-1	12	-4	2	-8	-5
C/C(=N\Nc1ccc(C(=O)O)cc1)c1ccc(-n2ccnc2)cc1	-79	-58	-23	-52	2	-53	-33	-25	7	-2	30
NS(=O)(=O)c1ccc(CCNC(=O)C(=O)c2c[nH]c3ccccc23)cc1	8	13	14	-24	4	-4	12	8	-7	3	9
COc1ccc(-c2csc(C(C)(O)c3cccc(F)c3)n2)cc1 (centres undefined)	21	10	12	4	.	-6	-1	.	6	-13	9
CC(C)Cn1c(SCC(=O)NCc2ccc(Cl)cc2)nnc1-c1cccc(S(=O)(=O)N2CCOCC2)c1	-15	-9	-2	-21	-1	7	26	-7	-1	-10	-6
Cc1nn(C)c(C)c1/C=C(/C(=O)C(C)C)n1cncn1	-17	16	15	14	-3	2	-14	7	0	8	-4
CCOc1ccc(OCCC(=O)N2CCN(S(=O)(=O)c3ccc(OCC)cc3)CC2)cc1	21	10	7	1	-16	17	3	-7	7	-9	-2
NC(=O)c1cc([N+](=O)[O-])ccc1Nc1ccccc1	5	9	8	-5	6	3	-11	4	-4	-1	-6
CCOC(=O)Cn1nnc2c(sc3nc4c(c(-c5ccc(Cl)cc5)c32)CCC4)c1=O	-16	12	10	-1	-10	-44	18	26	15	-44	-2
COc1ccccc1CCNC(=O)Cn1c(=O)oc2ccccc21	-12	-9	-3	15	8	11	9	1	-8	-13	3
O=C(NC(=S)NCc1ccccc1)c1cccnc1	18	-3	6	-11	-2	-5	0	1	0	2	-1
c1ccc(CSc2ccc(-c3ccco3)nn2)cc1	-111	-51	-36	-28	-7	-107	-14	-5	59*	1	17
COC(=O)C1C(=O)c2c(n[nH]c2C)CC1(C)C (centres undefined)	5	-1	-1	-14	-12	-25	-7	2	-13	-10	3
O=C(NNC(=O)c1cnccc1C(F)(F)F)c1ccccc1	-6	21	-9	9	-2	-4	-5	-6	-6	-3	-23
O=C1[C@@H]2C(c3cccnc3)=NO[C@@H]2C(=O)N1c1ccc(Br)cc1	3	8	-3	-8	-9	-43	0	-6	0	4	-13
COc1ccc(C(=O)Nc2ccc3ccccc3c2)cc1OC	-143	-102	-67	-47	1	-99	-50	-38	11	4	-10
CCn1c(SCC(=O)OC)nnc1-c1c[nH]c2ccccc12	12	10	25	7	-1	9	17	-4	1	1	-14

Continuation.
SMILES	LRH-1 inv ag	SRC3 inh	NR2F2 inh	SRC2 inh	TLR9-MyD88 inh	SRC1 inh	TROY signal inh	EBV LMP1 NFkB	C8 TRAIL sens	NOD2-RIPK2 inh	TWEAK-Fn14 inh
Cc1ccnn1CCC(=O)N1CCCC(Nc2ccc(F)c(F)c2)C1 (centres undefined)	25	-50	11	21	-17	16	11	-2	-8	-4	26
CSc1nc(N(C)NC(=O)c2ccc(Cl)cc2)c2ccccc2n1	6	10	-17	9	-10	-2	24	2	-9	5	-7
CCN(CC)S(=O)(=O)c1ccc(Cl)c(NC(=O)c2ccc(C#N)cc2)c1	17	4	11	8	-1	-22	6	-7	-2	2	-17
O=C(NNS(=O)(=O)c1ccccc1F)c1sccc1-n1cccc1	-2	19	13	-69	-7	-39	3	-1	5	2	-3
O=C(Nc1ccc(F)c([N+](=O)[O-])c1)C1CC(=O)N(Cc2ccccc2)C1 (centres undefined)	8	11	11	-2	-5	-6	4	-1	-6	0	-3
O=C(Nc1nnc(SCC(=O)N2CCOCC2)s1)C1CC(=O)N(c2ccccc2)C1 (centres undefined)	-1	-4	3	0	2	-13	1	4	-7	-15	40
CCCCCC(=O)NC(NC(=S)NC1CCS(=O)(=O)C1)C(Cl)(Cl)Cl (centres undefined)	8	11	12	-13	0	7	0	-7	-21	-6	5
CCc1nnc(NC(=O)C2CC(=O)N(Cc3ccco3)C2)s1 (centres undefined)	12	6	-2	-46	8	7	-6	0	-6	-7	4
CC(=O)c1cccc(NC(=O)N2CCC(NC(=O)c3ccco3)CC2)c1	0	8	14	-17	-9	-2	-8	-4	-14	-11	19
COc1ccc(COC(=O)c2ccc(N3CCCC3=O)cc2)cc1F	-23	-14	-5	-2	-4	-4	-5	-2	3	0	-3
Brc1ccc2nc(-c3cccs3)c(NCC3CCCO3)n2c1 (centres undefined)	-47	-56	-32	-33	-7	-21	-38	-3	8	8	-11
CCC(C(=O)NN1C(=O)c2ccccc2C1=O)c1ccccc1 (centres undefined)	17	2	-10	7	-7	3	-14	-3	0	-17	-3
Fc1ccc(Br)cc1C1C=C(c2ccc(Br)s2)Nc2ncnn21 (centres undefined)	7	5	.	.	10	3	15	-75	9	-2	-1
CCCOc1ccc(CNC(=S)N/N=C/c2ccc([N+](=O)[O-])cc2)cc1	-20	-16	1	-21	-11	-15	-15	-6	15	-4	14
O=S(=O)(c1cnc(Cl)c(Cl)c1)N1CCc2ccccc21	6	12	-10	12	-4	-20	10	-2	12	-5	22
O=C1CSC(=S)N1/N=C/c1cccc(C(F)(F)F)c1	1	4	28	10	7	-13	-6	-3	-16	-3	-1
O=S(=O)(NC1CCCCC1N1CCC(O)CC1)c1ccc(Cl)cc1 (centres undefined)	-4	-2	-10	-23	5	-9	-11	-2	-1	0	5

Arranged by formula weight (descending): some entries from above.
SMILES	LRH-1 inv ag	SRC3 inh	NR2F2 inh	SRC2 inh	TLR9-MyD88 inh	SRC1 inh	TROY signal inh	EBV LMP1 NFkB	C8 TRAIL sens	NOD2-RIPK2 inh	TWEAK-Fn14 inh
CCN1C(=O)N/C(=C/c2ccc(C)o2)C1=O	19	13	12	9	6	-10	4	-2	-1	3	5
O=c1[nH]c(=O)c2nc3ccccc3nc2[nH]1	-2	1	-1	10	-14	4	-14	-2	1	-5	16
Cc1c(C)c2cccnc2c2ncccc12	87*	54	.	.	-1	42	6	86*	7	5	-36
